Bioassay records (PubChem)
Runt-CBFb FRET: inhibitors of RUNX1 Runt–CBFb binding, primary screen, biochemical, FRET, Cerulean-Runt, Venus-CBFb, uHTS; Runt-related transcription factor 1 (Homo sapiens) + Core-binding factor subunit beta …; Cerulean-Runt/Venus-CBFb FRET ratio 530/480, 1 h; inhibition, % at 20 µM; actives 0.46% (n = 220,000); AID 1496, 2009;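 active = inhibition over about 50% at 20 µM in the single-dose screen, limit read from the data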;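 note: 0% = DMSO wells and 100% = excess unlabeled CBFb competitor control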
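test system = Cerulean-tagged RUNX1 Runt domain (FRET donor) fusion protein | reagent = Venus-CBFb binding partner, 100 nM | incubation = protein complex preformed 1 h, compound exposure 1 h, room temperature, dark | detection = FRET fluorescence | read-out basis = loss of energy transfer signal | controls = 5 µM unlabeled CBFb as full-inhibition high control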
Hck Nef HTS: inhibitors of Nef-activated human Hck kinase, primary screen, biochemical, Z-Lyte FRET, 384-well, Hck-YEEI | Recombinant Hck-YEEI plus Nef, Z-Lyte FRET kinase assay | inhibition, % at 20 µM | actives 0.68% (n = 220,000) | AID 463187, 2010;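 active = Hck-Nef kinase inhibition above about 50%, limit read from the data; inactive = inhibition below that limit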;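 note: 0% = DMSO with Hck plus Nef and 100% = Hck alone without Nef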
p47phox inh: p47phox/p22phox peptide binding inhibitors, primary screen, biochemical, uHTS, NADPH oxidase regulatory subunit | Neutrophil cytosol factor 1 (Homo sapiens), P14598 | fluorescence polarization, 2 h | inhibition, % at 24.7 µM | actives 0.53% (n = 220,000);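 active = inhibition above about 30%, limit read from the data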;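 note: 0% = p47phox with labelled peptide and 100% = labelled peptide alone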
Runt-SMMHC FRET: inhibitors of RUNX1 Runt–CBFb-SMMHC binding, primary screen, biochemical, FRET, Cerulean-Runt, Venus-CBFb-SMMHC, uHTS; Runt-related transcription factor 1 (Homo sapiens) + Core-binding factor subunit beta …; Cerulean-Runt/Venus-CBFb-SMMHC FRET ratio 530/480, 1 h; inhibition, % at 20 µM; actives 0.74% (n = 220,000); AID 1434, 2008;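 active = mean inhibition across duplicate retests at 20 µM reaching about 50%, limit read from the data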;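 note: 0% = DMSO wells and 100% = wells with excess untagged CBFb-SMMHC; inhibitors lower the FRET ratio by blocking Runt binding to CBFb-SMMHC; some results filed as inactive read as strong as hits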
Tb hexokinase: Trypanosoma brucei hexokinase 1 inhibitors, primary screen, biochemical, G6PDH-coupled NADH absorbance, MLSCN library; hexokinase 1 [Trypanosoma brucei]; recombinant TbHK1, G6PDH-coupled NADH A340; inhibition, % at 10 µM; actives 0.11% (n = 220,000); AID 1430, 2008;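 active = inhibition of 50% or more in the single-dose primary screen; inactive = inhibition below 50%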
EBV gp42 inh: Epstein-Barr virus gp42 inhibitors, primary screen, biochemical, uHTS, fluorescence polarization; Glycoprotein 42 (Epstein-Barr virus (strain AG876)), Q1HVG2; Fluorescence polarization binding assay, mP read-out; inhibition, % (tested at 21.74 µM); actives 0.42% (n = 220,000); in the data active = inhibition above about 50%
Target sequence (Q1HVG2 whole entry, looked up): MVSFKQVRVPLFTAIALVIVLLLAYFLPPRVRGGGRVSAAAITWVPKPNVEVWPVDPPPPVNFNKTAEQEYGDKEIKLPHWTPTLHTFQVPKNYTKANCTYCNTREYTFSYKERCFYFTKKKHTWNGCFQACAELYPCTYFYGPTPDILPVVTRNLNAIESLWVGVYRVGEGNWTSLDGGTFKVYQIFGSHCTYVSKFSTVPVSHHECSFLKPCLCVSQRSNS
zVAD death inh: inhibitors of zVAD-triggered necroptosis, primary screen, L929 cells | L929 zVAD necroptosis rescue, ATP luminescence, 24 h; with zVAD 60 µM | viability rescue, % at 10 µM | actives 0.38% (n = 220,000) | AID 1377, 2008;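 active = activation, scaled between plate controls, above about 75%, limit read from the data; inactive = activation under that limit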;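 note: 0% = zVAD with DMSO and 100% = DMSO alone without zVAD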
14-3-3 Bad PPI: inhibitors of 14-3-3 zeta/Bad binding, primary screen, biochemical, TR-FRET, bovine 14-3-3 zeta. 14-3-3 protein zeta/delta (Bos taurus), P63103. TR-FRET 14-3-3zeta/Dy647-pBad peptide displacement, 1 h. inhibition, % at 21.7 µM. actives 0.71% (n = 220,000). AID 781, 2007;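 active = inhibition above about 70%, limit read from the data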;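 note: 0% = full 14-3-3 plus peptide FRET controls and 100% = background without 14-3-3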
Target sequence (P63103 whole entry, looked up): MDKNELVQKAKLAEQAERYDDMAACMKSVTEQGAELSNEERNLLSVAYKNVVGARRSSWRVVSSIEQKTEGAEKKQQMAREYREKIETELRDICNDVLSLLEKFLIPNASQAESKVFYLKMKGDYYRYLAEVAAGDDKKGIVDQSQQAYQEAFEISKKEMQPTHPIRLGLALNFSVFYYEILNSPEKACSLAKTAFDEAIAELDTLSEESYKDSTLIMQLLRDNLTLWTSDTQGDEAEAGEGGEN
Mdm2 ligase inh: MDM2-luciferase reporter signal enhancers, primary screen, MDM2 E3 ligase inhibitor project, cell-based, luminescence, 1536-well | cell-based MDM2 ubiquitination luciferase reporter, 2 h; 0 = plate control, 100 = twice control, blank-subtracted | signal enhancement, % at 5 µM | actives 0.11% (n = 210,000);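 active = signal enhancement of 30% or more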;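 note: luminescence tracks abundance of the self-degrading MDM2-luciferase fusion protein; higher signal means inhibition of MDM2 E3 ligase activity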
Target sequence (Q00987 whole entry, looked up, the tested form may be a part): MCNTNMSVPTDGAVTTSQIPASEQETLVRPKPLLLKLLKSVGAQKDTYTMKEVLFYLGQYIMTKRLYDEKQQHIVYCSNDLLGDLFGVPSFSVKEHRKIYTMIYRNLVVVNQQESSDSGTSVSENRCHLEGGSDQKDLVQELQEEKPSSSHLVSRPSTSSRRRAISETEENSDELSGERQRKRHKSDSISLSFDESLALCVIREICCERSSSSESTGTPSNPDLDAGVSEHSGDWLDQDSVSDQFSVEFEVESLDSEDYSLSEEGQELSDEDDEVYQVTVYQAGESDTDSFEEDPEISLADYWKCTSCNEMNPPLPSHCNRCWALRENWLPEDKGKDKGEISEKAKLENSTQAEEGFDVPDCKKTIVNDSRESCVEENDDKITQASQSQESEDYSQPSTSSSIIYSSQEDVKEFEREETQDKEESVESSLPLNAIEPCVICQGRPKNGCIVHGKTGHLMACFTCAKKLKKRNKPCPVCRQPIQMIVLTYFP
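test system = mammalian cells stably expressing self-ubiquitinating, self-degrading MDM2 E3–luciferase fusion | quantity = 2000 cells/well | incubation = cell settling 4 h, compound treatment 2 h, both 37 °C | signal = luminescence with SteadyLite reagent, 15 min at room temperature | evaluation = % enhancement relative to plate controls after blank subtraction | benchmarks = plate controls and plate blanks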
* marks the source's active call; other numbers are inactive results; / = not tested or not shown; [ ] = remark or other dose.

Values run as follows: Runt-CBFb FRET, Hck Nef HTS, p47phox inh, Runt-SMMHC FRET, Tb hexokinase, EBV gp42 inh, zVAD death inh, 14-3-3 Bad PPI, Mdm2 ligase inh
1: O=C(CCCNC(=O)c1ccc(Cl)cc1)Nc1ccc(S(=O)(=O)Nc2ncccn2)cc1
  2, 1, -25, -2, -3, -16, 0.6, -4, -5
2: c1ccc(CCc2nn3c(-c4ccncc4)nnc3s2)cc1
  12, 15, 2, 2, 5, -5, -0.2, 2, -21
3: CCOC(=O)c1oc2ccccc2c1NC(=O)c1cccc(OC)c1
  -1, 6, 8, -2, 15, 2, -0.2, -3, -6
4: CN1CCN(c2ccc(CNS(=O)(=O)Cc3ccc(Cl)cc3)cc2)CC1
  2, 7, 1, -1, 0, 3, -0.1, 3, 0
5: NS(=O)(=O)c1ccc(NC(=O)COc2ncnc3c2cnn3-c2ccccc2)cc1
  0, -21, -19, 2, 7, 13, -0.7, -9, -18
6: CC(=O)n1cc(/C=N/NC(N)=S)c2ccccc21
  -2, 21, -14, 2, -30, -15, 0.2, -14, -13
7: C=CCn1c(-c2cccs2)nc2ccccc21
  1, 2, -10, 2, -9, -5, -0.2, 3, -8
8: COc1ccc(-n2c(Cc3cccn3C)nnc2SCC(=O)Nc2cc(Cl)ccc2OC)cc1
  0, -4, -18, 0, -4, -3, 0.4, -8, -17
9: O=C1NC[C@H](Cc2ccc(O)cc2)N(CC2CCCCC2)C1=O
  0, 31, -9, 1, -10, -8, -0.4, -4, 2
10: O=C(CN1C(=O)C2C3CCC(C3)C2C1=O)N1CCN(Cc2ccccc2)CC1 (centres undefined)
  /, 17, -3, /, -8, 3, 5.7, 5, -12
11: Cn1c(=O)c(C(=O)CN2CCOCC2)c(N)n(Cc2ccccc2)c1=O
  -1, 0, -5, 5, -9, -14, 0.1, 8, 3
12: CC1(C)CC(N(Cc2ccc(F)cc2)C(=O)c2ccc(F)cc2)CCO1 (centres undefined)
  -2, 18, -13, 2, -6, -9, 0.4, 9, -21
13: COc1ccc2[nH]c(C(O)(Cc3cccnc3)Cc3cccnc3)cc2c1
  0, 3, 3, -2, -3, 0, -0.6, -9[fluorescence artefact?], -1
14: COc1ccccc1C(=O)NCCNC(=O)c1ccco1
  1, 1, 1, 0, 2, -12, 0.3, -3, -5
15: COCCn1c(=S)[nH]c2cc(C(=O)NCCc3ccc(OC)c(OC)c3)ccc2c1=O
  -2, -1, -12, 2, -5, -21, -0.1, 3, -23
16: O=C(COC(=O)c1cc(=O)[nH]c2ccccc12)Nc1nc(-c2cccc(Br)c2)cs1
  -3, 22, -34, -5, 10, -29, 0.8, 2[fluorescence artefact?], 0
17: Cn1c2c(c(=O)n(C)c1=O)C(c1ccccc1Cl)C(C#N)=C(N)O2 (centres undefined)
  6, 17, -5, 5, 5, -13, -0.3, 0, -12
18: CCn1c(SCC(=O)c2[nH]c(C)c(C(C)=O)c2C)nnc1-c1ccncc1
  0, -1, -4, -1, -8, -4, 0.2, -2, -12
19: O=[N+]([O-])c1ccc(C(=S)N2CCN(c3ccc(F)cc3)CC2)cc1
  47, 4, 2, 22, -10, -14, 0.1, 5, -4
20: CN(C)c1cccc(C(=O)OCC(=O)Nc2ccccc2-c2ccccc2)c1
  1, 3, 0, 6, 0, 4, 0.5, 4, -14
21: Cn1c(NC(=O)c2ccco2)cc(=O)n(C)c1=O
  -1, 0, -6, 2, -37, -21, 1.2, 4, -4
22: Cc1nc(SCCOc2ccccc2)[nH]c(=O)c1Cc1ccccc1
  -1, -4, 3, -5, -15, -2, 1.3, -7, -6
23: CC(=O)/C(=N\Nc1ccccc1)Sc1cccc2cccnc12
  0, 4, -4, -2, -23, 12, -0.3, -11, -11
24: CN(C)S(=O)(=O)c1cccc(NC(=S)NN=C(Cc2ccccc2)Cc2ccccc2)c1
  12, -2, -8, 16, 51*, -23, -0.2, -27, -5
25: CCOc1cc(C(=O)O)cc(Cl)c1OCC#N
  -2, -2, 3, 2, 8, -21, 1.0, 4, 6
26: O=C(c1ccccc1F)N1CCCC(C(=O)N2CCN(c3ccccc3)CC2)C1 (centres undefined)
  0, 14, -7, 1, 3, -5, -0.5, -3, -7
27: Nc1nc(Cl)cc(NCCc2ccccc2)n1
  1, 25, -5, -1, 0, -24, 2.3, -8, -5
28: Cc1noc(NC(=O)c2cccc(C(F)(F)F)c2)c1Cl
  0, 0, -6, 4, -10, 0, 2.8, -3, -5
29: OC1(c2ccc(OC(F)F)cc2)CSC(=Nc2cccnc2)N1Cc1ccco1 (centres undefined)
  1, 9, 5, 2, 6, -4, -1.4, 6, -19
30: COc1nc(NC(C)(C)C)nc(Oc2ccc(=O)n(-c3ccccc3)n2)n1
  0, -1, -1, 6, 0, -8, 2.1, -1, -17
31: CCOCCCNCC(O)c1ccccc1 (centres undefined)
  0, 4, 3, -2, 1, -11, 0.4, -1, -12
32: CCOc1ccccc1C(=O)Nc1cnn(Cc2ccc(F)cc2)c1
  -3, 4, -11, 7, -6, 13, 0.5, -12, -1
33: COc1ccc(-c2csc(/C(C#N)=C(\O)CSc3nccn3C)n2)cc1OC
  2, 2, -30, -9, -20, -17, 0.2, 11, -15
34: COC(C(=O)NNC(=O)Cc1ccc(Cl)cc1)c1ccccc1 (centres undefined)
  2, 10, -8, 0, -6, -13, 1.4, 16, -3
35: Cc1ccccc1C(=O)OC(C)CN1CCOCC1 (centres undefined)
  -2, 16, -9, 0, -5, -26, 2.9, 5, -7
36: C=CCNC(=O)COC(=O)c1cc(S(=O)(=O)N2CCOCC2)ccc1N1CCCCC1
  1, 2, -5, 2, -13, -14, -0.2, -6, -17
37: CCC(=O)NNC(=O)c1cc(COc2cc(Cl)cc(Cl)c2)on1
  -1, -1, -10, 1, -4, -3, 0.2, 3, -16
38: COc1cc(C(C(=O)NC(C)(C)C)N(Cc2ccccc2)C(=O)c2cnccn2)cc(OC)c1OC (centres undefined)
  1, 0, -10, 2, 2, -17, -0.2, 0, -17
39: Cc1ccc(S(=O)(=O)Nc2ccccc2/C=N/c2nc3ccccc3n2C)cc1
  -10, 2, -18, -37, -12, 11, 0.9, -7[fluorescence artefact?], /
40: Cc1cc(C(=O)OCC(=O)Nc2cccc(S(N)(=O)=O)c2)c2ccccc2n1
  2, -74, -12, -7, -9, -5, 1.1, 2, -19

Whole records, looked up by structure. Values in the order: Runt-CBFb FRET, Hck Nef HTS, p47phox inh, Runt-SMMHC FRET, Tb hexokinase, EBV gp42 inh, zVAD death inh, 14-3-3 Bad PPI, Mdm2 ligase inh
CC(=O)/C(=N\Nc1ccccc1)Sc1cccc2cccnc12 as listed: 0, 4, -4, -2, -23, 12, -0.3, -11, -11
Cc1noc(NC(=O)c2cccc(C(F)(F)F)c2)c1Cl as listed: 0, 0, -6, 4, -10, 0, 2.8, -3, -5
Cc1ccccc1C(=O)OC(C)CN1CCOCC1 (centres undefined) as listed: -2, 16, -9, 0, -5, -26, 2.9, 5, -7
CCOCCCNCC(O)c1ccccc1 (centres undefined) as listed: 0, 4, 3, -2, 1, -11, 0.4, -1, -12

(cont.)
Values run as follows: Runt-CBFb FRET, Hck Nef HTS, p47phox inh, Runt-SMMHC FRET, Tb hexokinase, EBV gp42 inh, zVAD death inh, 14-3-3 Bad PPI, Mdm2 ligase inh
41: CCC(=O)NCCC(c1ccco1)c1ccccc1OC (centres undefined)
  0, -1, -20, -3, -9, -14, 1.0, 11, -15
42: CC(C)CCn1cnc2c(oc3nc4c(cc32)CCCC4)c1=O
  -1, 9, -3, 0, -6, -4, 4.2, -8, -39
43: Oc1ccccc1/C=C/c1noc(-c2ccccc2O)n1
  -6, -4, -10, -7, -6, -2, 3.3, -2, -14
44: O=c1c(-c2nc3ccccc3s2)cccn1Cc1ccc(Cl)c(Cl)c1
  15, 35, -15, 46, -5, -17, 1.2, 0, 12
45: COc1ccc2c(c1OC)C(=O)N(c1ccccc1)C2=O
  2, 15, 10, 3, -11, -1, 6.8, -3, -3
46: O=C1NCCCc2c1oc1ccc(O)cc21
  -2, 1, 1, -5, -8, -8, -1.1, -11, -15
47: CCc1ccccc1NC(=S)N(CCN1CCCCCC1)Cc1ccco1
  0, 23, -5, -3, 10, 4, 1.1, -24, 2
48: CCOC(=O)CC(NC(=O)CCc1c(C)nc2ncnn2c1C)c1ccc(C)cc1 (centres undefined)
  -1, 0, 16, -3, 1, 4, 0.7, -7, -11
49: O=C(CN1CCCC1)NC12CC3CC(CC(C3)C1)C2
  -3, 5, -7, -1, 20, -24, 0.0, 6[fluorescence artefact?], -5
50: Cc1noc(C(F)(F)F)c1C(=O)NNC(=O)c1ccccc1
  -1, 2, -15, -5, -14, -12, 0.8, -14, -12
51: CC(=O)NNc1cc(N2CCOCC2)nc(N2CCOCC2)n1
  49, 19, 0, 86*, 2, -8, 1.5, -6, -6
52: CCOC(=O)c1cc(-c2ccc(C)o2)n[nH]1
  -1, 10, -12, -2, -11, 5, 0.1, 6[fluorescence artefact?], -16
53: Cc1ccc(-n2c(CCC(=O)O)ccc2-c2cccs2)cc1
  20, 4, -12, 12, 4, -10, -0.3, /, -4
54: COCCn1nnnc1C(c1cc2cc(C)cc(C)c2[nH]c1=O)N1CCN(c2ccccc2F)CC1 (centres undefined)
  2, 0, -8, -4, -14, -1, 0.0, 20[fluorescence artefact?], 13
55: FC(F)(F)c1nnc(-c2ccccc2)nc1Oc1ccc(Cl)cc1Cl
  1, 1, 3, 4, 6, -4, -0.3, 8, 3
